TRPV1 ag = HTS Assay for Compounds that Act as Agonists of the Vanilloid Receptor 1; Transient receptor potential cation channel subfamily V member 1 (Homo sapiens), Q8NER1; 320,000 tested, 0.19% active; TRPV1-expressing cells, Fluo-8 calcium influx, agonist mode; activation, % at 8.33 µM; in the data active means activation above about 80%; inconclusive means between about 30% and that limit; further: 0% is about no effect
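TRPV1-expressing cells were cultured overnight at 35.5C and loaded with Fluo-8 calcium dye for 40 to 90 min at room temperature. After a 10 s baseline, compound was added and calcium influx was read kinetically for 3 min (ex 480/em 520 nm).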
USP2a block = qHTS Assay for Inhibitors of Ubiquitin-specific Protease USP2a Using CHOP2 as the Reporter; Ubiquitin carboxyl-terminal hydrolase 2 (Homo sapiens), O75604; USP2 core, Ub-CHOP2 coupled fluorogenic reporter, 485/531; Potency, µM (series often up to 38.3 µM), for the others: at the top dose activity change, negative = inhibition, most hits filed as inhibitors; 330,000 tested, 0.01% active;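 further: potency means the concentration at half of the fitted maximal effect; plate controls were DMSO wells for no effect and full inhibition by NEM control for full effect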
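Cell-free coupled assay: 10nM USP2 core preincubated 30min RT with compound in Tris-HCl pH 8.0/CaCl2/CHAPS buffer, then 25nM Ub-CHOP2 and 25nM reporter substrate; fluorescence (Ex 485/Em 531) read after 60min RT, normalized to NEM inhibition, concentration-response curves fitted.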
TCR act = Activators of T cell receptors: qHTS campaign. primary human leukocytes, anti-CD3, IL-2 HTRF, 48 h. 330,000 tested, under 10 active. Potency, µM (doses to about 9.22 µM), without a hit: top-dose activation of IL-2 secretion, actives largely listed as activators; further: % of control where 0% means no effect
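Readout: HTRF IL-2, Eu-cryptate/d2 antibody pair, 320nm excitation, 665nm emission. Stimulus: a-CD3 beads, no co-stimulation. Cells: primary human leukocytes. Exposure: 48 hr with compound.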
ELG1 DNA repair = qHTS screen for small molecules that inhibit ELG1-dependent DNA repair in human embryonic kidney (HEK293T) cells expressing luciferase-tagged ELG1 | HEK293T ELG1-luciferase reporter, luminescence, 16 h; DNA damage induced by 5-fluorouridine | Potency, µM (highest dose often 46.1 µM), for inactives: top-dose activity change, negative = inhibition, hits mostly inhibitors | 330,000 tested, 2.3% active | AID 504467, 2011; further: potency means the concentration at half of the fitted maximal effect; on the % scale 0 is the no-effect control and ±100 the full control effect; nearly all actives have a fitted effect of over 55% in size
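DMSO vehicle served as the neutral condition. Each well held 2,000 cells given 5-fluorouridine plus compound; after 16 hr at 37 °C/5% CO2, ONE-Glo was added and luciferase measured 30 min later.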
Eya2 inh = qHTS Assay for Inhibitors of the Phosphatase Activity of Eya2 | Protein phosphatase EYA2 (Homo sapiens), O00167 | recombinant Eya2, OMFP fluorescence dephosphorylation (OMFP is methylfluorescein phosphate) | Potency, µM (highest dose often 76.9 µM), inactives show top-dose activity, negative = inhibition, hits mostly inhibitors | 330,000 tested, 0.006% active | AID 488837, 2010; further: potency means the concentration at half of the fitted maximal effect; on the % scale 0 is the no-effect control and ±100 the full control effect
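Eya2 protein (added as 0.2 uM solution) was preincubated with compound for 10 min at ambient temperature in 50 mM HEPES pH 7.5, 50 mM NaCl, 5 uM MgCl2, 0.05% BSA, 1 mM DTT. OMFP (added at 50 uM) then reacted 10 min; fluorescence read at 485/525 nm.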
KCNH2 WT inh = qHTS for Inhibitors of KCHN2 3.1: Wildtype qHTS; Voltage-gated inwardly rectifying potassium channel KCNH2 (Homo sapiens), Q12809; U2OS, BacMam KCNH2, thallium flux FluxOr; hits give low values; activity change, % at 1.84 µM; 340,000 tested, 0.37% active;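 active means maximum activity change below -70%; inconclusive means maximum activity change between -70% and -50%; inactive means maximum activity change above -50%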; further: on the % scale 0 is the no-effect control and ±100 the full control effect
Target sequence (Q12809 whole entry, looked up): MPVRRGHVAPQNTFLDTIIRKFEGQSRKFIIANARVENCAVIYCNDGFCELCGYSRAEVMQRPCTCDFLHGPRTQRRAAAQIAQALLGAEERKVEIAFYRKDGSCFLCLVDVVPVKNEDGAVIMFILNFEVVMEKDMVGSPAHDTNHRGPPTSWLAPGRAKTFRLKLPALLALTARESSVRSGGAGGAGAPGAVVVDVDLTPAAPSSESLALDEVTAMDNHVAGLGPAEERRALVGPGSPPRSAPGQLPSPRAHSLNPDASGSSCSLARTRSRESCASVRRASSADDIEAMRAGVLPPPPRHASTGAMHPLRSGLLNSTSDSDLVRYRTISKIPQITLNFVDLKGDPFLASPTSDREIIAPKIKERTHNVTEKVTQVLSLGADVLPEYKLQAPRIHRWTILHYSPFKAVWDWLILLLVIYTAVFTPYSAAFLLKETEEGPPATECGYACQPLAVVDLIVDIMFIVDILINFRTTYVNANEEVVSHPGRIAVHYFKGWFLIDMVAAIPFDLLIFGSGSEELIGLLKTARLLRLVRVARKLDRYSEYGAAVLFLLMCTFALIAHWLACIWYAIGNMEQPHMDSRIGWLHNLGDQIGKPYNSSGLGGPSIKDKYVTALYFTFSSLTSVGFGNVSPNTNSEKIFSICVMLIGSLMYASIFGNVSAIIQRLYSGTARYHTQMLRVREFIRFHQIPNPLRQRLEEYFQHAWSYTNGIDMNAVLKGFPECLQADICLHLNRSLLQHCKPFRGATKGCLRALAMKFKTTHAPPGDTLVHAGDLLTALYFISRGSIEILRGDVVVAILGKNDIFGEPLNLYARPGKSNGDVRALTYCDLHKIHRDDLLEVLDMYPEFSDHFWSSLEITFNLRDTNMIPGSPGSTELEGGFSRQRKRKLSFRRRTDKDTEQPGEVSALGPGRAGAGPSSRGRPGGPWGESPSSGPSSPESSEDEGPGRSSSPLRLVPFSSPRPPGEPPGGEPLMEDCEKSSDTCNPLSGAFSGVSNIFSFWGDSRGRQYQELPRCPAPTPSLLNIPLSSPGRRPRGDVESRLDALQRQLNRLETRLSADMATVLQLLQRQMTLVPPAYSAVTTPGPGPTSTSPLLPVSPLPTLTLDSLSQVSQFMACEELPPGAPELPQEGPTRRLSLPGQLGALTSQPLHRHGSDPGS
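U2OS cells transduced with wild-type KCNH2 virus are loaded with FluxOr dye for 45 min, and thallium flux is measured in kinetic reads before and after stimulation buffer. Rate constants are normalized to DMSO controls.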
Mito fusion yeast = qHTS Assay for Small Molecule Inhibitors of Mitochondrial Division or Activators of Mitochondrial Fusion; S. cerevisiae fusion-defective mutant growth rescue, CellTiterGlo 48 h; Potency, µM (doses to about 46.1 µM), without a hit: top-dose growth rescue (activation), most hits filed as activators; 320,000 tested, 0.23% active;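 further: potency means the concentration at half of the fitted maximal effect; % of control where 0% means no effect; nearly all actives have a fitted effect of over 45% in size; temperature-sensitive fusion mutants such as fzo1-1 at 37 °C on non-fermentable ethanol glycerol medium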
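Temperature-sensitive fusion-defective S. cerevisiae (e.g. fzo1-1, mgm1-5) were grown with compound in YPEG medium (3% ethanol, 3% glycerol) for 48 hours at 37C. Growth rescue was measured as viability by CellTiterGlo luminescence after 10 minutes at ambient.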
TSHR antag = Antagonists of the Thyroid Stimulating Hormone Receptor: HTS campaign; TSHR-expressing cells, TSH-stimulated cAMP HTRF, 2 h; hits give low values; AID 504810, 2011; 330,000 tested, 0.2% active; activity change, negative = inhibition, % at 11.5 µM; Thyrotropin receptor (Homo sapiens), P16473;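 active means activity change below a set negative limit, meaning inhibition stronger than a set level, cut at about -70% in these data; inconclusive means activity change between two set negative limits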; further: on the % scale 0 is the no-effect control and ±100 the full control effect
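Antagonism was scored as loss of TSH-driven cAMP in TSHR cells, stimulated with 4nM TSH (EC80) for 2 hours at 37 deg C and detected by homogeneous HTRF competition immunoassay.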
KCNH2 3.1 inh = qHTS for Inhibitors of KCHN2 3.1: Mutant qHTS; Potassium voltage-gated channel subfamily H member 2, brain isoform KCNH2 3.1 (human); activity change, % (tested at about 1.8 µM); 340,000 tested, 0.95% active; U2OS KCNH2 3.1, thallium flux FluxOr; hits give low values; AID 720553, 2013;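 active means maximum activity change below -70%; inconclusive means maximum activity change from -70% to -50%; inactive means maximum activity change above -50%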;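 further: thallium influx rate constant from kinetic fluorescence after stimulation buffer; on the % scale 0 is the no-effect control and ±100 the full control effect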
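Measured as rate of thallium-driven FluxOr signal in transduced U2OS cells carrying the 3.1 channel, read kinetically for 2 min upon stimulation; values are rate constants scaled to DMSO control wells.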
A-T KAP1 phos = qHTS Assay for Identifying a Potential Treatment of Ataxia-Telangiectasia | Potency, µM (top dose mostly 57.5 µM), without a hit: top-dose activation, hits mostly activators | […] A-T fibroblasts, KAP-1 phosphorylation AlphaLISA; neocarzinostatin DNA damage 30 min before lysis | 320,000 tested, 0.19% active; further: potency means the concentration at half of the fitted maximal effect; % of control where 0% means no effect; nearly all actives have a fitted effect of over 45% in size
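ATM-like activity read as KAP-1 phosphorylation via AlphaLISA donor/acceptor antibody pairs after lysis and 6 hr at 25C. Cells were ATM-null patient fibroblasts ([…], hTERT), dosed 60 min, then exposed to the DSB inducer NCS for 30 min.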
* = called active by the depositor; [ ] = another dose, or the depositor's remark. Unless noted, the call rests on the fitted dose curve; in most records, active means well fitted curve in the direction sought with a large enough effect; inconclusive means small, poorly fitted or top-dose-only effect, or another doubt; inactive means no such curve, though single readings can be large; an effect the other way counts as inactive or inconclusive. A portion of the library. The share of hits here may be higher or lower than overall.

Screening CC1=C(C(=O)NC2CCCCC2C)C2(CCC(C)CC2)OC1=O (stereo not drawn) returned TRPV1 ag 3, USP2a block 1%, TCR act -8%, ELG1 DNA repair 12%, Eya2 inh -33%, KCNH2 WT inh 9, Mito fusion yeast -3%, TSHR antag 5, KCNH2 3.1 inh 18 and A-T KAP1 phos -6%.
For CC(=O)c1c(O)c2ccccc2n(C)c1=O the results were TRPV1 ag 0, USP2a block 13%, ELG1 DNA repair 6%, Eya2 inh 2%, KCNH2 WT inh -1, Mito fusion yeast -3%, TSHR antag 11, KCNH2 3.1 inh 12 and A-T KAP1 phos 8%.
Screening Cc1ccc(/C=N/NC(=O)Cn2nccc2C)o1 returned TRPV1 ag 0, USP2a block 0%, TCR act -1%, ELG1 DNA repair -2%, Eya2 inh -8%, KCNH2 WT inh -5, Mito fusion yeast -2%, TSHR antag 11, KCNH2 3.1 inh 0 and A-T KAP1 phos 0%.
`CCCCC(c1nnnn1C(C)C)N1CCN(C(=O)c2ccco2)CC1` (stereo not drawn) gave TRPV1 ag 5, USP2a block -2%, TCR act 2%, ELG1 DNA repair 13%, Eya2 inh -6%, KCNH2 WT inh -12, Mito fusion yeast 2%, TSHR antag 5, KCNH2 3.1 inh 0 and A-T KAP1 phos -2%.
NC(=O)c1nsc(C(=O)N(CC(=O)NC2CCCC2)c2ccc(F)c(Cl)c2)c1N was read as TRPV1 ag 3, USP2a block 0%, TCR act 6%, ELG1 DNA repair 2%, Eya2 inh -6%, KCNH2 WT inh 2, Mito fusion yeast -1%, TSHR antag -2, KCNH2 3.1 inh 24 and A-T KAP1 phos 7%.
COc1cc(C(=O)NC(=S)NC(C)C)cc(OC)c1OC was read as TRPV1 ag 2, USP2a block 3%, TCR act -2%[46.1 µM], ELG1 DNA repair inconclusive, Eya2 inh -4%, KCNH2 WT inh 0, Mito fusion yeast -16%, TSHR antag 4, KCNH2 3.1 inh -5 and A-T KAP1 phos 0%.
Screening CCCc1cc(NCCCO)n2c(nc3ccccc32)c1C#N returned TRPV1 ag 2, USP2a block -1%, TCR act -1%, ELG1 DNA repair -19%, Eya2 inh 1%, KCNH2 WT inh 0, Mito fusion yeast 2%, TSHR antag -12, KCNH2 3.1 inh 9 and A-T KAP1 phos 27%.
For O=C(Cc1ccccc1)Nc1nc2ccccc2[nH]1 the results were TRPV1 ag -5, USP2a block 2%, TCR act 3%, ELG1 DNA repair inconclusive, Eya2 inh 17%, KCNH2 WT inh 3, Mito fusion yeast -17%, TSHR antag -2, KCNH2 3.1 inh 16 and A-T KAP1 phos 8%.
COc1ccc(NC(=O)NCc2ccccc2F)cc1OC was read as TRPV1 ag inconclusive, USP2a block 3%, TCR act -3%, ELG1 DNA repair 11%, Eya2 inh -11%, KCNH2 WT inh -18, Mito fusion yeast -1%, TSHR antag -14, KCNH2 3.1 inh 0 and A-T KAP1 phos 1%.
For Nc1c(Cl)ncnc1N/N=C/c1ccncc1 the results were TRPV1 ag 3, USP2a block 2%, TCR act 4%, ELG1 DNA repair 0%, Eya2 inh -6%, KCNH2 WT inh -14, Mito fusion yeast -2%, TSHR antag -9, KCNH2 3.1 inh 7 and A-T KAP1 phos 4%.
Screening Cc1cccc(Cn2c(NCCO)nc3c2c(=O)n(C)c(=O)n3C)c1 returned USP2a block 2%, TCR act -2%, ELG1 DNA repair inconclusive, Eya2 inh 1%, KCNH2 WT inh 3, Mito fusion yeast -2%, TSHR antag -18, KCNH2 3.1 inh 1 and A-T KAP1 phos 32µM*.
Screening Cc1nc2ccccc2n1CC(=O)NC(C)C1CC2CCC1C2 (stereo not drawn) returned TRPV1 ag 1, USP2a block -3%, ELG1 DNA repair 5.2µM*, Eya2 inh -14%, KCNH2 WT inh -3, Mito fusion yeast 4%, TSHR antag -12, KCNH2 3.1 inh -8 and A-T KAP1 phos 0%.
For O=C(Nc1nc2ccccc2[nH]1)c1ccc(F)c(S(=O)(=O)N2CCOCC2)c1 the results were TRPV1 ag inconclusive, USP2a block 6%, TCR act 7%[46.1 µM], ELG1 DNA repair 16%, Eya2 inh -17%, KCNH2 WT inh -1, Mito fusion yeast 0%, TSHR antag -8, KCNH2 3.1 inh 6 and A-T KAP1 phos -3%.
Cc1ccc(C(=O)CSc2nnc(COc3cc(C)cc(C)c3)o2)cc1 was read as TRPV1 ag 7, USP2a block 2%, TCR act -4%, ELG1 DNA repair -9%, Eya2 inh -5%, KCNH2 WT inh 2, Mito fusion yeast 1%, TSHR antag -17, KCNH2 3.1 inh -3 and A-T KAP1 phos -1%.
`C=C1CCC[C@]2(C)C[C@H]3OC(=O)C(CN(C)CC(OC)OC)[C@H]3CC12` (stereo partly drawn) gave TRPV1 ag 4, USP2a block 2%, TCR act 4%, ELG1 DNA repair 0%, Eya2 inh -7%, KCNH2 WT inh -7, Mito fusion yeast -31%, TSHR antag -10, KCNH2 3.1 inh -13 and A-T KAP1 phos -3%.
For O=S(=O)(Nc1ccccc1N1CCCCC1)c1ccccc1 the results were TRPV1 ag 28, USP2a block 0%, TCR act 7%, ELG1 DNA repair 4%, Eya2 inh -1%, KCNH2 WT inh -27, Mito fusion yeast -5%, TSHR antag -11, KCNH2 3.1 inh -5 and A-T KAP1 phos 5%.
`CSc1ccccc1N1CCN(C(=O)Nc2ccc3c(c2)NC(=O)CO3)CC1` gave TRPV1 ag -2, USP2a block -2%, TCR act -4%, ELG1 DNA repair inconclusive, Eya2 inh -5%, KCNH2 WT inh 1, Mito fusion yeast 3%, TSHR antag 35, KCNH2 3.1 inh 0 and A-T KAP1 phos 20%.
`CCOc1ccc(-c2cc(CCCC(=O)Nc3cccc(OC)c3)no2)cc1` gave TRPV1 ag inconclusive, USP2a block 1%, TCR act -1%[46.1 µM], ELG1 DNA repair inconclusive, Eya2 inh 0%, KCNH2 WT inh -1, Mito fusion yeast -4%, TSHR antag -2, KCNH2 3.1 inh 0 and A-T KAP1 phos 3%.
`O=C(C(Cc1ccccc1)n1cccc1)N1CCN(C2CCCCC2)CC1` (stereo not drawn) gave TRPV1 ag 4, USP2a block 2%, TCR act -3%, ELG1 DNA repair -22%, Eya2 inh 4%, KCNH2 WT inh 43, Mito fusion yeast 0%, TSHR antag 10, KCNH2 3.1 inh -18 and A-T KAP1 phos -2%.
C=CCONC(=O)Cc1ccccc1 was read as USP2a block 4%, TCR act 3%[46.1 µM], ELG1 DNA repair 25%, Eya2 inh 5%, KCNH2 WT inh -2, TSHR antag 18, KCNH2 3.1 inh 53 and A-T KAP1 phos 8%.
For CC(=O)Nc1ccccc1OCCOc1ccc(Br)cc1 the results were TRPV1 ag -1, USP2a block -1%, TCR act -4%, ELG1 DNA repair inconclusive, Eya2 inh -18%, KCNH2 WT inh -4, Mito fusion yeast 8%, TSHR antag 2, KCNH2 3.1 inh -17 and A-T KAP1 phos 27%.
Screening Cc1ccc(C(C)C)c(OCCCn2ccnc2C)c1 returned TRPV1 ag -3, USP2a block 3%, TCR act -23%, ELG1 DNA repair -11%, Eya2 inh -9%, KCNH2 WT inh 45, Mito fusion yeast -17%, TSHR antag -15, KCNH2 3.1 inh -17 and A-T KAP1 phos 20%.

Among those listed so far, these have a Cl atom.
NC(=O)c1nsc(C(=O)N(CC(=O)NC2CCCC2)c2ccc(F)c(Cl)c2)c1N was read as TRPV1 ag 3, USP2a block 0%, TCR act 6%, ELG1 DNA repair 2%, Eya2 inh -6%, KCNH2 WT inh 2, Mito fusion yeast -1%, TSHR antag -2, KCNH2 3.1 inh 24 and A-T KAP1 phos 7%.
For Nc1c(Cl)ncnc1N/N=C/c1ccncc1 the results were TRPV1 ag 3, USP2a block 2%, TCR act 4%, ELG1 DNA repair 0%, Eya2 inh -6%, KCNH2 WT inh -14, Mito fusion yeast -2%, TSHR antag -9, KCNH2 3.1 inh 7 and A-T KAP1 phos 4%.

Source: PubChem (National Center for Advancing Translational Sciences (NCATS))
